TGFb SMAD3 inh: blocks TGF-b signaling. HepG2 CAGA-GFP TGF-b/SMAD3 reporter, GFP fluorescence, 18 h; TGF-beta stimulated, 500 pg/mL final. Potency, µM (highest dose often 46.1 µM), for inactives: top-dose activity, negative = inhibition, usual class: inhibitors. hit rate 1.2% among 410,000. AID 588855; also: potency is read from the fitted curve at half-maximal effect; % is scaled to controls: 0 for no effect and ±100 for the full control effect; nearly all actives have a fitted effect of over 65% in size
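Using HEPG2 CAGA-GFP reporter cells at 1000 cells/well, we pinned test compounds, stimulated with recombinant TGF-beta (500 pg/mL final) and measured total well GFP after 18 h.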
pAkt inh: blocks phosphorylation of Akt. Neuro2A IGF-stimulated pAkt S473 HTRF, 20 min; stronger effect = lower value. activity change, % for hits at 50 µM. hit rate 0.32% among 360,000; in the data active = activity change below about -80%; inconclusive = mostly about -51% to -80%; also: % is scaled to controls: 0 for no effect and ±100 for the full control effect
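Single-point screen (50 µM final compound) in Neuro2A cells stimulated 20 min with 6 nM IGF at 37 deg C. After lysis, Ser473-phosphorylated Akt read by HTRF (ex 330 nm, em 615/665 nm) as the 665/615 ratio.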
Nrf2 ARE act: Nrf2 pathway activation | hit rate 0.31% among 410,000 | Potency, µM (highest dose often 46.1 µM), inactives show at the top dose activation, most hits filed as activators | AREc32 ARE-luciferase reporter (MCF7-derived line), luminescence, 24 h; also: potency is read from the fitted curve at half-maximal effect; % of control where 0% means no effect; nearly all actives have a fitted effect of over 65% in size
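Luminescent ARE reporter assay in AREc32_Fluc cells: overnight plating at 37 deg C, 24 hr compound incubation, Steady-Glo added, 30 min RT before reading.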
Nrf2 inh: inhibitors of Nrf2 signaling; A549 ARE-Fluc reporter, luciferase luminescence, 18-24 h; hit rate 2.1% among 360,000; Potency, µM (top dose mostly 46 µM), without a hit: at the highest dose activity change, negative = inhibition, usual class: inhibitors; AID 504444; also: potency is read from the fitted curve at half-maximal effect; % is scaled to controls: 0 for no effect and ±100 for the full control effect; nearly all actives have a fitted effect of over 60% in size
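A549 ARE_Fluc cells (5000/well, 5% FBS OPTI-MEM) pre-incubated 2 h, then treated with compounds 18-24 h at 37C/5% CO2 in concentration-response. CellTiter-Fluor viability read first; BugLite luciferase luminescence after 15 min at room temperature gives Nrf2 activity.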
A549 tox: kills or reduces viability of A549 cells in Nrf2 counter-screen | A549 ARE-Fluc cells, CellTiter-Fluor viability, 18-24 h | Potency, µM (top dose mostly 46 µM), for the others: at the highest dose activity change, negative = cytotoxicity, most hits filed as inhibitors | hit rate 0.16% among 390,000; also: potency is read from the fitted curve at half-maximal effect; % is scaled to controls: 0 for no effect and ±100 for the full control effect
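A549 ARE_Fluc cells in 5% FBS OPTI-MEM were exposed to compounds in concentration-response for 18-24 h at 37 deg C. Viability was read by CellTiter-Fluor fluorescence (Ex 405/Em 525) after 30 min, before the luciferase read.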
Abeta rescue: restores growth of yeast expressing A-beta42 peptide | yeast expressing A-beta42, growth rescue, OD600, 48 h; response scale: 0% DMSO, 100% iron-clioquinol control | Potency, µM (doses to about 46.1 µM), without a hit: at the highest dose growth rescue, hits mostly activators | hit rate 0.063% among 410,000; also: potency is read from the fitted curve at half-maximal effect; nearly all actives have a fitted effect of over 55% in size
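Growth rescue measured by 600 nm absorbance after 48 h yeast culture at 30 C with compound. Values normalized between DMSO and an equimolar ferric chloride plus clioquinol control.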
CCT modulator: modulators of cytosolic chaperonin (CCT/TRiC) activity; hit rate 0.3% among 360,000; AID 651819; purified chaperonin ATPase assay, HTRF ADP detection, 30 min; activity change, % (concentration not given with the values), hits read low; in the data active = activity change below about -30%; also: % is scaled to controls: 0 for no effect and ±100 for the full control effect
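ATPase activity: ADP formed was measured by HTRF Transcreener (665/615 nm ratio) after 30 min at 37 deg C with 10 uM ATP. Compounds screened at one 76 uM concentration against 40 or 20 nM TRiC in Tris pH 7.4/KCl/MgCl2/DTT buffer.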
Mm-Cpn inhibitor: blocks the Methanococcus maripaludis chaperonin Mm-Cpn. Potency, µM (series often up to 76.9 µM), for the others: top-dose activity, negative = inhibition, most hits filed as inhibitors. purified Mm-Cpn ATPase, ADP Transcreener TR-FRET. hit rate 0.031% among 330,000. AID 504842; also: potency is read from the fitted curve at half-maximal effect; % is scaled to controls: 0 for no effect and ±100 for the full control effect; nearly all actives have a fitted effect of over 80% in size
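25 nM Mm-CPN + cpd, 10 min 37°C; + 10 uM ATP, 30 min 37°C; buffer 30 mM Tris pH 7.4, 100 mM KCl, 5 mM MgCl2, 1 mM DTT; Transcreener ADP HTRF detection 30 min RT.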
HepG2 tox: kills HepG2 cells in TGF-b inhibitor counter-screen; HepG2 CAGA-GFP viability, ATP luminescence, 18 h; Potency, µM (highest dose often 46.1 µM), inactives show at the top dose activity change, negative = cytotoxicity, most hits filed as cytotoxic; hit rate 0.76% among 410,000; also: potency is read from the fitted curve at half-maximal effect; some results filed as inactive show a strong effect at the top dose
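CellTiter-Glo luminescence gave cytotoxicity after 18 hours at 37 degrees C. The cells were HepG2 CAGA-GFP in 1% FBS DMEM, stimulated with 500 pg/mL TGF-beta after compound addition. %Activity was normalised to no-cell wells (complete cell-killing) and DMSO (no toxicity), and curves were fitted and classified.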
Starred values were filed as active, the others as inactive; i = inactive; ? = inconclusive; . = not tested or not shown; [ ] = dose if it differs, or a comment. Unless noted, calls follow the shape of the dose curve; as a rule, active = well fitted curve in the direction sought with a large enough effect; inconclusive = small, poorly fitted or top-dose-only effect, or another doubt; inactive = no such curve, though single readings can be large; an effect the other way counts as inactive or inconclusive.

SMILES	TGFb SMAD3 inh	pAkt inh	Nrf2 ARE act	Nrf2 inh	A549 tox	Abeta rescue	CCT modulator	Mm-Cpn inhibitor	HepG2 tox
CCOC(=O)C1CCC(CN(Cc2ccccc2)S(=O)(=O)c2ccc(Cl)cc2)CC1 (stereo not given)	2%	.	0.5%	.	9%	5%	.	.	-13%
COc1ccc(NC(=O)CC2C(=O)N(c3cccc(OC)c3)C(=O)N2CCC2=CCCCC2)cc1 (stereo not given)	-28%	.	6.2%	?	?	-19%	.	.	-5%
CCn1cc2nc(SCC(=O)Nc3cc(OC)cc(OC)c3)n(Cc3ccc(Cl)cc3)c(=O)c2n1	0%	.	-0.3%	?	-21%	-10%	.	.	-4%
COc1cccc(OCC(=O)Nc2cc(NC(=O)COc3cccc(OC)c3)cc(C(=O)O)c2)c1	-2%	i	-1.1%	-21%	-6%	5%	0.9	-1%	11%
CSc1nn(Cc2ccccc2C)c(NC(C)=O)c1S(=O)(=O)c1ccc(C)cc1	?	.	4.2%	-14%	11%	10%	.	.	3%
Cc1nn(Cc2ccc(Cl)cc2Cl)c(C)c1NC(=O)Cn1nc([N+](=O)[O-])c(Cl)c1C	-12%	i	-0.8%	.	4%	-7%	-2.6	.	-8%
CSc1nsc(/C=C/Nc2ccc(F)cc2F)c1C#N	-3%	i	14%	-1%	2%	-9%	-2.7	-15%	1%
CN(C)C(CNC(=O)c1cc(S(=O)(=O)N(C)c2ccccc2)ccc1Cl)c1cccs1 (stereo not given)	0%	i	2.6%	-5%	9%	11%	-5.9	1%	-11%
CCOc1ccccc1N1CCN(CC(=O)NCCc2ccc(S(N)(=O)=O)cc2)CC1	7%	i	-0.3%[9.22 µM]	0%	5%	6%	0.9	1%	5%
CC(C)c1ccc(NC(=O)Nc2nc(C(C)N)cs2)cc1 (stereo not given)	18µM*	i	0.5%	.	.	-8%	-2.2	.	-85%
Cc1ccc(NC(=S)N2CCN(c3nccc(C(F)(F)F)n3)CC2)c(C)c1	-4%	i	0.0%	-10%	-13%	5%	0.5	-2%	3%
CCCCCCNC(=O)O[C@@]12CN(S(=O)(=O)c3ccc(C)cc3)C[C@]1(O)Cn1c(=O)n(CCCCCC)c(=O)n1C2	?	i	-0.7%	.	.	4%	1.8	.	-90%
Cc1ccc(/C=C/c2onc(C)c2S(=O)(=O)N2CCC(C(=O)N3CC(C)Oc4ccccc43)CC2)cc1 (stereo not given)	-18%	.	-0.4%	.	0%	-9%	.	.	-5%
Cc1ccc(C(=O)NCC(=O)OCc2csc(-c3ccccc3)n2)cc1	1%	i	0.3%	16%	-3%	10%	0.0	-4%	-2%
NC1=NC[C@H](c2ccccc2)N1CCCCC1CCCCC1	?	i	-6.0%	24%	2%	-17%	0.4	0%	-72%
Cn1nccc1C(=O)N1CCN(C23CC4CC(CC(C4)C2)C3)CC1	13%	i	1.1%	16%	1%	0%	1.3	0%	10%
CCOC(=O)C(N)CSC1CC(=O)N(c2ccc(C(=O)OC)cc2)C1=O (stereo not given)	-1%	i	12%	?	4%	-10%	-2.7	0%	-2%
CCC(C)NC(=O)NC(=O)N(C1CCCCC1)S(C)(=O)=O (stereo not given)	6%	i	0.2%	9%	-2%	16%	-1.4	-1%	11%
CCn1cc(C(=O)N2CCN(c3cc(C)ccc3C)CC2)c(=O)c2cc(S(=O)(=O)N3CCCCC3)ccc21	14%	.	0.4%	-3%	12%	-3%	.	.	-17%
COc1ccc(OC)c(C=NNC(=O)c2ccccc2NS(=O)(=O)c2cccs2)c1	-7%	i	-0.3%	7%	-3%	-14%	-3.2	1%	-1%
COc1cc2ccccc2cc1C(=O)N1CCc2ccccc21	-24%	i	0.1%	-16%	?	2%	0.8	-1%	-22%
CC1(C(=O)Nc2cccc3c2CCCC3)CCN1C(=O)CCc1ccc(Cl)cc1Cl (stereo not given)	13µM*	i	-0.2%[9.22 µM]	.	.	9%	0.8	.	-59%
COc1ccc(-c2cc(C(=O)N3CCOCC3)no2)cc1	-2%	i	-1.9%	-13%	0%	-21%	-2.0	2%	-13%
COc1cc(C=NNC(=O)c2ccccc2NS(=O)(=O)c2cccs2)cc(OC)c1O	-6%	i	0.2%	7%	-6%	12%	-3.3	-6%	8%
Cc1ccnc(NS(=O)(=O)c2ccc(NC(=O)CCOc3ccccc3)cc2)n1	-9%	i	0.3%	-9%	2%	-2%	-1.9	0%	5%
CC1(C)C(C#N)=C(N)OC2=C1C(=O)CCC2	-3%	i	2.3%	12%	17%	-3%	1.2	1%	5%
Clc1ccc(Nc2c(-c3cccs3)nc3ccc(Cl)cn23)cc1	0%	.	3.6%	9%	4%	-13%	.	.	-1%
Cc1nnc2ccc(-c3cccc(NC(=O)c4ccc(Cl)nc4)c3)nn12	-1%	i	8.1%	-8%	1%	-11%	0.2	-3%	15%
C#CCOCCOCCOCCNc1nc(N2CCN(C(=O)[C@H](Cc3cc4ccccc4[nH]3)n3cc([C@@H](N)C(C)CC)nn3)CC2)nc(N2CCN(C(=O)[C@H](CCCCN)n3cc([C@@H](N)CC(C)C)nn3)CC2)n1 (stereo not given in full)	-26%	i	2.0%	7%	-4%	5%	0.0	.	12%
COc1cccc(-c2cc(NC=O)c3ncc(-c4cccc(C(=O)N(C)C)c4)n3c2)c1	-27%	i	11%	.	.	-12%	-1.1	.	-19%
COCCCn1c(C)nnc1SCC(=O)NNC(=O)COc1ccc(Cl)cc1	5%	i	-0.4%	6%	-2%	10%	0.3	-1%	4%
O=C(OCc1cc(Cl)ccc1OC(F)F)c1cncc(Br)c1	-18%	i	0.2%	-1%	0%	-16%	-2.5	7%	-4%
COc1ccc(-c2nc3sc(CCNC(=O)C(=O)Nc4cccc(NC(C)=O)c4)c(C)n3n2)cc1	1%	.	-1.4%	.	-12%	-14%	.	.	-3%
CCOC(=O)CNC(=O)CC(c1cc(OC)c(OC)c(OC)c1)N1Cc2ccccc2C1=O (stereo not given)	6%	.	0.3%	?	-6%	-4%	.	.	-1%
Cc1cc(=O)n2[nH]c(-c3ccc(F)cc3)cc2n1	-4%	i	2.7%	0%	-7%	0%	-4.1	-2%	-1%
Cc1cc(C)nc(Nc2n[nH]c(COc3ccc(Cl)cc3)n2)n1	-6%	i	-0.7%	?	-20%	-2%	1.6	-1%	-8%
O=C(CCS(=O)(=O)c1ccccc1)Nc1nc(-c2ccccn2)cs1	?	i	?	-21%	-8%	-12%	-1.2	.	-24%
CCOC(=O)CN(Cc1sccc1C)C(=O)Nc1cccc(OC)c1	10%	i	0.0%	10%	13%	-10%	-2.7	1%	-13%
N#Cc1cccc(NC(=O)Cn2cnc(S(=O)(=O)N3CCCCC3)c2)c1	-1%	i	-1.4%	-6%	-1%	7%	0.9	?	3%
CCc1nc2c(OCc3ccccc3)cccn2c1N(C)C(=O)COc1ccccc1	2%	i	0.1%	.	.	0%	-1.2	.	-20%

Single values from the list.
In Nrf2 inh, COCCCn1c(C)nnc1SCC(=O)NNC(=O)COc1ccc(Cl)cc1 is entered as 6%
In CCT modulator, CCOC(=O)CN(Cc1sccc1C)C(=O)Nc1cccc(OC)c1 is entered as -2.7
In Nrf2 ARE act, Cc1cc(C)nc(Nc2n[nH]c(COc3ccc(Cl)cc3)n2)n1 is entered as -0.7%

Further compounds follow:
SMILES	TGFb SMAD3 inh	pAkt inh	Nrf2 ARE act	Nrf2 inh	A549 tox	Abeta rescue	CCT modulator	Mm-Cpn inhibitor	HepG2 tox
CC(=O)c1ccc(S(=O)(=O)NCCC(=O)NC2CCN(Cc3ccccc3)CC2)cc1	0%	i	0.3%	8%	2%	-5%	-2.9	1%	-6%
O=C(COc1ccccc1Cl)NNC(=O)C1CCCO1 (stereo not given)	?	i	0.0%	.	12%	4%[9.22 µM]	-4.5	0%	6%
Cc1[nH]c2ccc(C(=O)NCCCN3CCCCCC3)cc2c1C	-1%	i	0.1%	2%	5%	1%	-0.8	-1%	-4%
Cc1c(/C=C/C(=O)c2ccccc2)cnn1C	2%	i	27%	2%	-6%	-21%	-0.9	0%	-22%
C(=NOCc1ccccc1)c1ccncc1	-7%	i	2.8%	?	0%	15%	-0.7	.	1%
Cc1ccc(OCC(O)CNS(=O)(=O)c2ccccc2C(=O)O)cc1 (stereo not given)	3%	i	-0.5%	-18%	-15%	-10%	-2.1	2%	3%
CCOc1ccccc1OCCCC(=O)N1CCN(S(=O)(=O)c2ccc(Cl)cc2)CC1	-24%	i	0.1%	-12%	0%	-5%	2.8	0%	-7%
Cc1cc(C)n(C(=O)N(c2ccccc2)c2ccccc2)n1	4%	i	2.7%	-20%	-3%	-6%	0.9	-2%	9%
O=P(c1ccccc1)(c1ccccc1)c1ccc(O)cc1	12%	i	-0.7%	11%	-1%	13%	-1.0	1%	5%
COc1ccc(/C=N/NC(=O)c2ccoc2C)cc1OC	0%	i	0.8%	13%	11%	-11%	2.1	-1%	5%
COc1cccc(/C=C2\N=C(c3c(-c4ccccc4)noc3C)OC2=O)c1	2%	i	0.2%	?	?	-10%	-0.2	0%	2%
COc1ccc2[nH]cc(CCn3ccc(=O)c(C)c3C)c2c1	-2%	i	0.2%	-1%	-1%	-2%	-2.0	0%	-2%
